Screens: PubChem BioAssay, several laboratories
SF1 activator – activates the human nuclear receptor SF-1. Q13285. CHO-K1 Gal4-SF-1 LBD luciferase reporter; % increase over DMSO SF-1-specific signal. activation, % at 10 µM. 65,000 tested, 1.9% active. AID 522;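 active = activation above the mean activation of all tested compounds plus 3 SD, cut at about 50% in these data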
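Test system: CHO-K1 cells with Gal4–hSF-1 LBD chimera plus Gal4-driven luciferase; Input: 4,000 cells/well; Compound: 10 µM only; Times: 20 h compound treatment, 37 °C; Measured by: steady-glow luciferase luminescence, read after 15 min reagent incubation; Measure: percent activation versus DMSO; Control set: DMSO and mock-transfected background; Replicates: one test per compound.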
NADH coupling – blocks coupling enzymes of NAD/NADH assays. coupled PK/LDH NADH assays, four targets. IC50, µM (doses to about 10 µM), for the others: top-dose inhibition. 65,000 tested, 0.02% active;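 active = single-dose screening hits from any of four coupled enzyme assays that gave an IC50 when retested across doses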;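 note: the DPM-DC format reads NADH fluorescence rather than 340 nm absorbance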
Fluor 339 460 – intrinsic fluorescence of library compounds, ex339/em460 – biochemical, MLSMR library, data from DPM-DC assay, artefact control, profiling panel. compound autofluorescence, ex339/em460 nm, NADH buffer; active compounds read high; 1 = no-compound wells, NADH background. fluorescence fold increase at 10 µM. 65,000 tested, 5.5% active. AID 709;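 active = at 10 µM, mean starting fluorescence two-fold or more over control wells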;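 note: signal is the first read of a kinetic run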
A340 absorber – compounds absorbing at 340 nm. 65,000 tested, under 10 active. fold change at 10 µM. compound absorbance at 340 nm, fold over control;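 active = at 10 µM dose, initial 340 nm absorbance at least 2 fold that of control wells; inactive = change under 2 fold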;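 note: initial absorbance extrapolated from kinetic A340 decline of NADH oxidation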
RORA act – activators of human nuclear receptor RORA. activation, % at 10 µM. CHO-K1 Gal4-RORA LBD luciferase reporter, luminescence; percent increase over mock-subtracted basal signal. AID 560. 65,000 tested, 1.5% active;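 active = activation above the mean of all tested compounds plus 3 SD, cut at about 49% in these data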;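 note: 0% = DMSO-treated RORA cells and 100% = added signal equal to DMSO minus mock-transfected cells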
Target sequence (P35398 whole entry, looked up, the tested form may be a part): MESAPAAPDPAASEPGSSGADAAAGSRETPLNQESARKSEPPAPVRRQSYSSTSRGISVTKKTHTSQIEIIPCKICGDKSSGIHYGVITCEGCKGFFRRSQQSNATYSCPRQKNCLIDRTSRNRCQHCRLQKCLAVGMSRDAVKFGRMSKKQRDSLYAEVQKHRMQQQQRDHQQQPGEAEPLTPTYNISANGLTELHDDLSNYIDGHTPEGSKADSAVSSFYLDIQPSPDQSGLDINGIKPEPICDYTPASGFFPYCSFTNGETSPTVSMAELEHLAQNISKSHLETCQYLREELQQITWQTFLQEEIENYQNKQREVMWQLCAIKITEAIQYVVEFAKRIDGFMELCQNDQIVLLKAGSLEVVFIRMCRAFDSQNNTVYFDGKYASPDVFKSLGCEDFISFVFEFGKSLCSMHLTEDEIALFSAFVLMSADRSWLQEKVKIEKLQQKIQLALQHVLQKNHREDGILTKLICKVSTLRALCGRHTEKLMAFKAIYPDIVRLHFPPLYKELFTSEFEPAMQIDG
5HT1a ag – activates the human 5-HT1a serotonin receptor | activation, % at 10 µM | 65,000 tested, 0.56% active | CHO 5-HT1a Ga15 NFAT-bla reporter, FRET ratio; 0% basal, 100% maximal reference agonist | AID 567;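 active = activation above the screen-wide mean activation plus 3 SD, cut at about 19% in these data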;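 note: 0% = DMSO wells and 100% = 5-CT at EC100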
Target sequence (P08908 whole entry, looked up): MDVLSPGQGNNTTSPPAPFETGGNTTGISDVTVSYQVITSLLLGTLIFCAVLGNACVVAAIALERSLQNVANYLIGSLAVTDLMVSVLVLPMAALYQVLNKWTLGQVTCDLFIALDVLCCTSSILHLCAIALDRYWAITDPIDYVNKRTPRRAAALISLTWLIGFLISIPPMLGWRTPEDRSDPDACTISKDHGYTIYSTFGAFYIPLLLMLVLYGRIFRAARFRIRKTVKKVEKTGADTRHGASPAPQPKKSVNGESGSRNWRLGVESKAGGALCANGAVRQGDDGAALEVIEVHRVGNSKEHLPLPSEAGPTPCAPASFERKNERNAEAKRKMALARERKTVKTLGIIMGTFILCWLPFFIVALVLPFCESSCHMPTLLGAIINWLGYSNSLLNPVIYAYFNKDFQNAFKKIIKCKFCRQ
TNAP act mid DEA – human TNAP activation, intermediate phosphate acceptor; purified TNAP, CDP-star luminescence, 100 mM DEA, 30 min; active compounds read high; scale: 0 levamisole-inhibited, 1 vehicle-only enzyme; 64,000 tested, under 10 active; activation factor at 20 µM;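 active = activation factor of at least 2 at 20 µM, relative to controls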
5-HT1A blocker – blocks the human serotonin 5-HT1a receptor; P08908; CHO 5-HT1a Ga15 NFAT-bla reporter, antagonist mode; inhibition, % at 10 µM; 62,000 tested, 0.68% active;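 active = inhibition above the mean of all tested compounds plus 3 SD, cut at about 43% in these data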;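 note: receptor stimulated by 5-CT agonist at 100 nM near EC80; beta-lactamase reporter measured by ratiometric fluorescence of a cleavable substrate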
MMP13 inh – inhibitors of human MMP13; MMP-13 fTHP FRET cleavage, Mca fluorescence; inhibition, % at 4 µM; 65,000 tested, 0.07% active; AID 570;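 active = inhibition above the mean of compound-free control plate wells plus 3 SD, cut at about 14% in these data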;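 note: 0% = DMSO wells and 100% = wells with reference MMP-13 inhibitor after basal subtraction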
An asterisk follows results filed as active; . = not tested or not shown; [ ] = another dose, or the depositor's remark.

#1 CC(C)(C)C(=O)/C(C#N)=c1\s/c(=C\c2ccncc2)c(=O)n1CCCN1CCOCC1
#2 O=C1c2ccccc2-c2ccc(C(=O)N3CCOCC3)cc21
#3 CCCCN1C(=O)C(NC(C)=O)c2cc(Br)ccc21 (configuration not stated)
#4 CCc1ccc(NC(=O)CCNS(=O)(=O)c2cccc3nonc23)cc1
#5 CSCCC(C(=O)Nc1ccc2c(c1)OCO2)N1C(=O)c2ccccc2C1=O (configuration not stated)
#6 Cc1ccc2nc(-c3cccc(NC(=O)c4ccc5c(c4)OCCO5)c3)oc2c1

Assay by compound	1	2	3	4	5	6
SF1 activator	-2	36	-17	-5	14	55*
NADH coupling	4%	3%	9%	2%	1%	2%
Fluor 339 460	1.1	0.96	1.1	1.1	1	1.4
A340 absorber	1.1	0.99	0.98	1	0.99	1.1
RORA act	7	17	12	-7	0	42
5HT1a ag	-1.0	0.3	-2.8	-3.0	-3.6	-2.5
TNAP act mid DEA	0.9	0.8	0.9	0.9	0.9	0.9
5-HT1A blocker	3	-10	40	-12	7	34
MMP13 inh	-1	2	-4	-2	-4	-8

#7 O=C1c2ccccc2S(=O)(=O)N1CCOc1ccccc1
#8 CCOC(=O)Cc1csc(NC(=O)COc2ccccc2)n1
#9 COc1ccc(-c2cn3c(C)c(C(=O)N4CCc5ccccc5C4)sc3n2)cc1
#10 Clc1ccc2[nH]c3c(NCCN4CCOCC4)ncnc3c2c1
#11 Cc1nn(-c2ccccc2)c2sc(C(=O)O)cc12
#12 Oc1cccc(-c2nc3ccccc3s2)c1

Assay by compound	7	8	9	10	11	12
SF1 activator	1	-4	9	11	-8	27
NADH coupling	5%	4%	8%	8%	3%	10%
Fluor 339 460	0.96	1.1	1	1.4	1.1	1.2
A340 absorber	1	1.1	1	1.1	1	1.1
RORA act	24	-6	26	10	-7	-22
5HT1a ag	-1.4	-2.9	-1.3	0.0	1.0	-1.6
TNAP act mid DEA	0.9	0.9	1.1	0.9	0.9	0.9
5-HT1A blocker	-6	-1	12	.	6	20
MMP13 inh	0	0	3	-2	2	0

#13 COc1cc(OC)cc(-c2nnc(Nc3nc4c(F)cccc4s3)o2)c1
#14 CCN1CCN(C(=O)c2cc3nc(-c4ccccc4)cc(C(F)(F)F)n3n2)CC1
#15 Nc1scc(-c2ccncc2)c1Cl
#16 COc1cccc(Oc2cnc(N)nc2-c2ccc(OC)cc2O)c1
#17 CCOc1nc2c(c(=O)n(C)c(=O)n2C)n1Cc1ccccc1Cl
#18 CCOC(=O)N1CCN(S(=O)(=O)c2ccc3c(c2)CCN3C(=O)C2CC2)CC1

Assay by compound	13	14	15	16	17	18
SF1 activator	39	7	37	42	8	10
NADH coupling	6%[fluoresces]	7%	2%	2%	5%	6%
Fluor 339 460	3.4*	1.5	1.1	1	1.1	1.1
A340 absorber	1	1.1	0.99	1	1.1	1
RORA act	-4	-11	42	45	-21	-11
5HT1a ag	0.0	-0.9	-3.7	-0.7	1.3	-2.9
TNAP act mid DEA	1.4	1	0.9	0.7	1	1
5-HT1A blocker	3	10	1	22	8	-2
MMP13 inh	-94[fluorescence artefact?]	1	1	5	-1	6

#19 CCn1c(SCC(=O)N2CCN(c3ccc(F)cc3)CC2)nc2ccccc2c1=O
#20 CCOC(=O)c1ccc2[nH]c3c(c2c1)CCCCC3=O
#21 COc1cc(C2CC(=O)C=C(O)C2)cc(OC)c1OC (configuration not stated)
#22 O=C(O)c1ccc(COCC(F)(F)F)cc1
#23 CC(=O)c1ccc(NC(=O)N[C@@H](CC(C)C)C(=O)O)cc1
#24 Cc1cccc2cc(CN(CCN3CCOCC3)C(=O)Nc3ccccc3F)c(=O)[nH]c12

Assay by compound	19	20	21	22	23	24
SF1 activator	18	35	7	-18	-12	-2
NADH coupling	3%	8%	2%	6%	1%	0%
Fluor 339 460	1	1.3	1.1	1.1	0.96	1.3
A340 absorber	1.1	1	1	1	1.1	1
RORA act	-11	47	8	-7	-16	13
5HT1a ag	-1.1	-0.9	-1.0	-0.4	-2.3	0.7
TNAP act mid DEA	1	0.9	1	0.9	0.9	1
5-HT1A blocker	3	10	4	0	-9	8
MMP13 inh	3	-2	-1	0	-2	-1

#25 CCOC(=O)N1CCN(C(=O)c2ccc(N(C)S(C)(=O)=O)cc2)CC1
#26 COc1cc(Cl)c(S(=O)(=O)NCc2cccnc2)cc1Cl
#27 Cc1cccc(N/C(N)=N/c2nc3c(c(=O)[nH]2)CCCC3)c1
#28 Cc1oc2c(c1C(=O)NCc1ccccc1)CCCC2
#29 CC1(C)CC(NC(=O)CC2CCCCC2)CC(C)(C)N1
#30 CCOCCCNC(=O)c1cn(C)c(=O)c2cc(OC)c(OC)cc12

Assay by compound	25	26	27	28	29	30
SF1 activator	3	-11	-1	-1	-1	-5
NADH coupling	1%	2%	3%	2%	3%	2%
Fluor 339 460	1.1	1.1	1.1	1	1.1	1.2
A340 absorber	1	1	1	1	1	1
RORA act	2	4	-5	4	0	-10
5HT1a ag	-0.8	-3.2	-2.3	-1.8	1.0	-4.9
TNAP act mid DEA	1	0.9	1.1	0.9	0.9	1
5-HT1A blocker	-5	3	6	15	1	1
MMP13 inh	3	1	1	4	0	0

Retrieved by compound from the list above, 4 records:
#29 CC1(C)CC(NC(=O)CC2CCCCC2)CC(C)(C)N1
#27 Cc1cccc(N/C(N)=N/c2nc3c(c(=O)[nH]2)CCCC3)c1
#21 COc1cc(C2CC(=O)C=C(O)C2)cc(OC)c1OC (configuration not stated)
#2 O=C1c2ccccc2-c2ccc(C(=O)N3CCOCC3)cc21

Assay by compound	29	27	21	2
SF1 activator	-1	-1	7	36
NADH coupling	3%	3%	2%	3%
Fluor 339 460	1.1	1.1	1.1	0.96
A340 absorber	1	1	1	0.99
RORA act	0	-5	8	17
5HT1a ag	1.0	-2.3	-1.0	0.3
TNAP act mid DEA	0.9	1.1	1	0.8
5-HT1A blocker	1	6	4	-10
MMP13 inh	0	1	-1	2

Next part.
#31 Cn1c(NC(=O)c2cc(Br)ccc2Cl)cc(=O)n(C)c1=O
#32 COCCn1nnnc1C(C(C)C)N(Cc1cccnc1)Cc1cc2cc(OC)ccc2[nH]c1=O (configuration not stated)
#33 COc1ccc(CSc2nnc(C)n2N)cc1Br
#34 Cc1ccccc1NC(=O)c1cc(S(=O)(=O)N2CCOCC2)cs1
#35 O=C(O)C1CSC2(c3ccc4c(c3)OCCO4)CCC(=O)N12 (configuration not stated)
#36 COc1ccc(-n2c(Cc3cccn3C)nnc2SCC(=O)Nc2ccccc2)cc1

Assay by compound	31	32	33	34	35	36
SF1 activator	7	-17	-4	-7	6	-16
NADH coupling	4%	18%	3%	7%	7%	1%
Fluor 339 460	1.1	2.4*	1.1	0.99	1.1	1.1
A340 absorber	1.1	1.1	1	0.99	1	0.98
RORA act	-9	6	-10	4	-2	-14
5HT1a ag	-2.1	-1.0	-1.8	-1.6	-2.2	-1.7
TNAP act mid DEA	1	1	1	.	0.9	0.9
5-HT1A blocker	6	-6	.	-3	-9	10
MMP13 inh	1	-6	4	6	-2	0

Just 5-HT1A blocker and A340 absorber, for 2 of the compounds above:
item	Structure	5-HT1A blocker	A340 absorber
34	Cc1ccccc1NC(=O)c1cc(S(=O)(=O)N2CCOCC2)cs1	-3	0.99
35	O=C(O)C1CSC2(c3ccc4c(c3)OCCO4)CCC(=O)N12 (configuration not stated)	-9	1

More entries
#37 O=C(Oc1ccc(/C=N/O)cc1)c1ccccc1
#38 CC(=O)NC1CC2CCCC(C1)N2CC(=O)N1CCCc2ccccc21 (configuration not stated)
#39 CCCn1nc(NS(C)(=O)=O)c2cc3cccc(C)c3nc21
#40 COc1ccc(NS(=O)(=O)c2ccc(OCC(=O)N3CCCC3)cc2)cc1
#41 CCOCCCNC(=O)C1CCC(=O)N1CCc1ccccc1 (configuration not stated)
#42 CCOCCCNC(=O)c1c[nH]c2ccc(S(=O)(=O)Nc3cccc(OC)c3)cc2c1=O

Assay by compound	37	38	39	40	41	42
SF1 activator	0	-10	-5	-15	-5	5
NADH coupling	2%	5%	0%	5%	3%	2%
Fluor 339 460	1.1	1.1	1.2	1.1	1.1	1.1
A340 absorber	1.1	1	1	1	0.99	1
RORA act	17	-19	-3	-7	3	2
5HT1a ag	-1.6	-0.8	2.1	-0.8	-3.7	-2.5
TNAP act mid DEA	0.9	0.9	0.9	0.9	0.9	0.8
5-HT1A blocker	-12	-8	-11	6	11	-8
MMP13 inh	-10	5	-4	-1	3	3

#43 CCOC(=O)c1c(C)[nH]c(C(=O)COC(=O)c2ccccc2NC(=O)c2ccco2)c1C
#44 COc1ccc(C2C(C(=O)N3CC(C)CC(C)C3)c3ccccc3C(=O)N2C)cc1 (configuration not stated)
#45 CSCCC(CO)NC(=O)OCc1ccccc1 (configuration not stated)
#46 CCS(=O)(=O)N1CCC(C(=O)NCc2cccc(OC)c2)CC1
#47 Cc1conc1NC(c1cccs1)c1ccc2cccnc2c1O (configuration not stated)
#48 Cc1[nH]n2c(=O)c3c(nc2c1-c1ccccc1)CCC3

Assay by compound	43	44	45	46	47	48
SF1 activator	-8	-14	11	-9	-20	-13
NADH coupling	19%	2%	10%	0%	4%	2%
Fluor 339 460	3.4*	1.2	1.1	1.1	1.1	1.3
A340 absorber	1.1	0.98	0.96	1	1	1
RORA act	8	4	-16	20	-7	-4
5HT1a ag	-2.5	2.0	1.9	-0.3	-3.2	-3.4
TNAP act mid DEA	1	0.9	0.9	0.9	0.9	1
5-HT1A blocker	-17	-8	.	6	25	10
MMP13 inh	6	6	5	5	0	-8

#49 CCCCOc1ccc(-c2nnc(-c3ccco3)o2)cc1
#50 Cc1cccc(N2CCN(c3cccc(C)c3)C2c2cccnc2)c1
#51 CCn1c(SCc2ccc(OC)cc2)nnc1-c1ccncc1
#52 O=C(c1ccc2c(c1)OCO2)N1CCN(c2ccc(F)cc2)CC1
#53 CCc1nnc(NC(=O)Nc2ccccc2OC)s1
#54 c1cn(CCCNc2ncnc3sc4c(c23)CCC4)cn1

Assay by compound	49	50	51	52	53	54
SF1 activator	24	-2	-7	7	13	16
NADH coupling	2%	2%	8%	7%	0%	2%
Fluor 339 460	1.8	1.1	1.1	1.1	1.1	1.2
A340 absorber	1	1	1	0.97	1.1	1.1
RORA act	19	-17	-6	13	-15	-32
5HT1a ag	-2.4	-1.5	0.0	-0.4	-2.7	0.7
TNAP act mid DEA	0.9	0.9	0.9	0.9	0.9	1
5-HT1A blocker	-11	2	-7	-4	12	-7
MMP13 inh	-78[fluorescence artefact?]	0	0	3	0	-4

#55 Cc1ccc(S(=O)(=O)N2CCCC(C(=O)O)C2)s1 (configuration not stated)
#56 COC(=O)C(C(=O)OC)C(C(=O)OC)C(C(=O)OC)C(=O)OC
#57 O=C(CNS(=O)(=O)c1ccc(Br)s1)N1CCCC1
#58 O=C(Cn1cc2c(n1)CCCC2)Nc1ccccc1Br
#59 CC(=O)Nc1cccc(-c2nnc(SCc3ccccc3C#N)n2C)c1
#60 CCSc1nc(C)cc(Oc2ccc(=O)n(C)n2)n1

Assay by compound	55	56	57	58	59	60
SF1 activator	-19	.	10	-18	-20	1
NADH coupling	2%	4%	2%	3%	5%	6%
Fluor 339 460	1.1	1	1	1.1	1	1
A340 absorber	1	1	0.98	1.1	0.98	1
RORA act	-6	.	-1	-31	-7	-20
5HT1a ag	-2.4	.	-1.0	-5.8	-4.6	-2.7
TNAP act mid DEA	0.6	0.8	1	0.9	0.9	1
5-HT1A blocker	-2	.	-9	-2	-12	5
MMP13 inh	1	.	-4	-2	-9	0
